# Rhodamine autofl: compound fluoresces in the rhodamine spectral region; Rhodamine-region fluorescence, 547/598 nm, Tris buffer; hits give high values; max dye-equivalent concentration, M; actives 0.05% (n = 59,000); AID 594; in the data active = max dye-equivalent concentration above about 11 nM; inconclusive = between about 1.1 nM and that limit
#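 Compounds in 100 mM Tris buffer, pH 8.0, were incubated 15 min at room temperature, then read at 547 nm excitation and 598 nm emission. Fluorescence was normalized against a per-plate six-point rhodamine standard curve as dye-equivalent concentration.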
# DNA Pol III inh: blocks replication by bacterial DNA polymerase III holoenzyme | reconstituted DNA polymerase III holoenzyme replication, biochemical | Potency, µM (highest dose often 57.1 µM), inactives show at the top dose activity change, negative = inhibition | actives 0.25% (n = 71,000); also: potency is read from the fitted curve at half-maximal effect; % is scaled to controls: 0 for no effect and ±100 for the full control effect
#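 Reconstituted *E. coli* holoenzyme (0.35 nM Pol III, 1 nM beta, 154 nM SSB, 2 nM primase) was preincubated with compound for 15 min at RT. Synthesis on 1.4 nM ssM13Gori ran 35 min, then was stopped with PicoGreen/EDTA and read as dsDNA fluorescence.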
# Tau filament bind: tau filament binding | P10636 | recombinant tau filaments, thioflavin S fluorescence, 15 h; filaments grown with octadecylsulfate alongside compound | Potency, µM (doses to about 57.1 µM), without a hit: top-dose activity change, negative = inhibition | actives 2% (n = 71,000);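 also: potency is read from the fitted curve at half-maximal effect; % is scaled to controls: 0 for no effect and ±100 for the full control effect; actives lower thioflavin S fluorescence by blocking filaments or displacing dye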
#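 Tau 2 uM in ThS buffer dispensed; compound added; 60 uM ODS added (finals 1 uM tau, 30 uM ODS); 15 h 37 C; fluor ex450/em510.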
# USP2a inh: inhibitors of human ubiquitin-specific protease USP2a. Potency, µM (doses to about 38.3 µM), without a hit: at the top dose activity change, negative = inhibition, usual class: inhibitors. O75604. actives 0.1% (n = 60,000). AID 927. USP2a enzymatic assay, qHTS inhibition;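 also: potency is read from the fitted curve at half-maximal effect; nearly all actives have a fitted effect of over 60% in size; plate controls were DMSO for no effect and NEM full inhibition control for full effect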
#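 20 nM USP2 core + cpd, 30 min RT; add 20 nM Ub-PLA2/20 uM NBD C6-HPC; read Ex460/Em535 at 0 h and 2.5 h. Normalized to NEM; qHTS curve fit/classification.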
# Casp1 inh: caspase-1 (human) inhibition, allosteric or competitive. P29466. Caspase-1 enzyme, Ac-WEHD-AFC fluorogenic rate. Potency, µM (series often up to 57.5 µM), for inactives: top-dose activity change, negative = inhibition, actives largely listed as inhibitors. actives 0.03% (n = 75,000). AID 900;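 also: potency is read from the fitted curve at half-maximal effect; plate controls were vehicle for no effect and no substrate for full effect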
# BRCT inh red: disrupts BRCA1 BRCT binding to phosphoprotein, red fluorophore readout; Potency, µM (titrated, usually from 76.9 µM), inactives show at the top dose activity change, negative = inhibition, hits mostly inhibitors; AID 892; P38398; BRCT-phosphopeptide binding, red fluorescence polarization; actives 0.03% (n = 75,000); also: % is scaled to controls: 0 for no effect and ±100 for the full control effect
#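 Rhodamine-labelled pBACH1 10-mer (100 nM) bound to BRCT domain (100 nM) at pH 7.3; compounds incubated 12 min room temperature, polarization read. Free peptide defines full inhibition; unlabelled decapeptide titrated as control.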
# 15-hLO inh: 15-hLO (ALOX15) enzyme inhibition; P16050; actives 1.4% (n = 74,000); purified 15hLO-1, xylenol orange hydroperoxide absorbance; AID 887; Potency, µM (series often up to 57.1 µM), inactives show at the top dose activity change, negative = inhibition, actives largely listed as inhibitors; also: potency is read from the fitted curve at half-maximal effect; % is scaled to controls: 0 for no effect and ±100 for the full control effect; nearly all actives have a fitted effect of over 55% in size
# Target sequence (P16050 whole entry, looked up): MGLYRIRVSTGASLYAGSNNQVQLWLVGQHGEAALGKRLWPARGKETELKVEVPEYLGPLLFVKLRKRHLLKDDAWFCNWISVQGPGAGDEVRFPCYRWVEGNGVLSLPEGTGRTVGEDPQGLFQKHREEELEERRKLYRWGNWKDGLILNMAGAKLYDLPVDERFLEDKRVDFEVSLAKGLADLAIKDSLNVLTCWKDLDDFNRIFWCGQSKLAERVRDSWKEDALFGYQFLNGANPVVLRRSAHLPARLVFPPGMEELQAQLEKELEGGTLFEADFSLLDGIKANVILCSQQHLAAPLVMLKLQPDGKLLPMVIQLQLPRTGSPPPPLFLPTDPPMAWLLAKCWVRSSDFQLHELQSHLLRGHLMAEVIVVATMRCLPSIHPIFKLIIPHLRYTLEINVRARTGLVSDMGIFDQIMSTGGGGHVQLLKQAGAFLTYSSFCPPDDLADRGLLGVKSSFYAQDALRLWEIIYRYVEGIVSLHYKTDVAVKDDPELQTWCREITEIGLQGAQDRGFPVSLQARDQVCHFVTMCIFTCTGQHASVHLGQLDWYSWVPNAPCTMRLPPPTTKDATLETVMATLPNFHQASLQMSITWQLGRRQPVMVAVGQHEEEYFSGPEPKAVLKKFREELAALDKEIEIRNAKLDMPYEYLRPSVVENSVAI
#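 Inhibition is scored from a chromogenic endpoint. After 15 min enzyme-compound contact, arachidonic acid (50 uM final) reacts 6 min with 40 nM 15hLO-1 at room temperature, then Fe-XO reagent is added for 30 min and absorbance ratio recorded.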
# HEK293 cAMP cs: parental HEK293 cAMP activation (counter-screen). AID 938. parental HEK293 CNG cAMP sensor, membrane potential fluorescence. actives 2.5% (n = 73,000). Potency, µM (titrated, usually from 57.1 µM), inactives show at the highest dose activation, hits mostly activators; also: potency is read from the fitted curve at half-maximal effect; % of control where 0% means no effect; nearly all actives have a fitted effect of over 55% in size
#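 Counterscreen for endogenous-receptor signalling: CNG-channel HEK 293 cells report cAMP rise by membrane depolarization. After 60 min dye equilibration with 100 uM RO 20-1724, compounds incubated 30 min before bottom-read fluorescence at 590 nm.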
# BRCT PPI green: inhibitors of human BRCA1 BRCT-phosphoprotein interaction (green fluorophore); P38398; BRCA1 BRCT-phosphopeptide binding, green fluorescence polarization; Potency, µM (titrated, usually from 76.9 µM), for inactives: top-dose activity change, negative = inhibition, hits mostly inhibitors; actives 0.05% (n = 75,000);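 also: potency is read from the fitted curve at half-maximal effect; plate controls were peptide without protein for full effect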
#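 Compounds were incubated for 12 min at room temperature with a complex of 100 nM fluorescein-tagged pBACH1 decapeptide and 250 nM His-tagged BRCT protein. Buffer was phosphate pH 7.3 with EDTA, DTT and Tween 20. Disruption of binding lowers the polarization signal.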
# Caspase-7 inhib: caspase-7 (human) inhibition, allosteric or competitive; actives 0.02% (n = 75,000); recombinant caspase-7, Ac-DEVD-AFC fluorescence rate; P55210; Potency, µM (highest dose often 57.5 µM), inactives show top-dose activity change, negative = inhibition, usual class: inhibitors; active = well fitted inhibition curve with a large enough effect in the main read-out, with a control signal flat, not every such curve was filed as active; inconclusive = small, poorly fitted or top-dose-only effect, or a change in a side signal; also: potency is read from the fitted curve at half-maximal effect; % of control where 0% means no effect
# Target sequence (P55210 24-198 limits assumed): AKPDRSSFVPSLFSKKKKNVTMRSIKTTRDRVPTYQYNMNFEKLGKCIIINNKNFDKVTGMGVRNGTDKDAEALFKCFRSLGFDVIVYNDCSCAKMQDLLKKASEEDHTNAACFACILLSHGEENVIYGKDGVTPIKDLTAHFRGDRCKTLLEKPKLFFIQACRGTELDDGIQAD
# Target sequence (P55210 207-303 limits assumed): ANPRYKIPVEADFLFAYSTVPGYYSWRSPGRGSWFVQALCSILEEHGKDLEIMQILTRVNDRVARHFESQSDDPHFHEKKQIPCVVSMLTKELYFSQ
# HADH2 inhib: HADH2 (human) dehydrogenase inhibition | Q99714 | recombinant HADH2, NADH fluorescence, beta-hydroxybutyryl-CoA | Potency, µM (series often up to 57.1 µM), inactives show at the top dose activity change, negative = inhibition, most hits filed as inhibitors | actives 3.4% (n = 73,000); also: potency is read from the fitted curve at half-maximal effect; % is scaled to controls: 0 for no effect and ±100 for the full control effect; nearly all actives have a fitted effect of over 60% in size; many of its hits are not listed in these tables
#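 Read-out: 360 nm excitation, 450 nm emission, kinetic over 4 min. Conditions: His-tagged human HADH2 20 nM, pH 9.0 Tris with Tween-20, 1 mM NAD+, 90 uM beta-hydroxybutyryl-CoA.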
# * marks the source's active call; other numbers are inactive results; i = inactive; ? = inconclusive; · = no result given; & = joins results of further samples; [ ] = another dose, or the depositor's remark. Unless noted, calls follow the shape of the dose curve; as a rule, active = well fitted curve in the direction sought with a large enough effect; inconclusive = small, poorly fitted or top-dose-only effect, or another doubt; inactive = no such curve, though single readings can be large; an effect the other way counts as inactive or inconclusive. The list is partial; the hit share may differ from the screen's.
# Results follow in this order: Rhodamine autofl	DNA Pol III inh	Tau filament bind	USP2a inh	Casp1 inh	BRCT inh red	15-hLO inh	HEK293 cAMP cs	BRCT PPI green	Caspase-7 inhib	HADH2 inhib
[1] COc1ccccc1C(=O)Nc1ccc(N2CCN(Cc3ccccc3)CC2)cc1
→ i	-6.1%	-25.9%	18.7%	-3.7%	-0.3%	-6.9%	-66.2%[inhibitor]	-0.6%	-3.7%	-15.7%
[2] Cn1c(SCC(=O)Nc2cccc3ccccc23)nc(O)cc1=O
→ i	-7.9%	-5.8%	19.4%	-5.2%	-0.7%	-0.7%	7.3%	-2.3%	-6.2%	-8.1%
[3] CN(CC(=O)Nc1ccc(Cl)cc1)CC(=O)Nc1cc(Cl)ccc1C#N
→ i	2.3%	22.7%	23.2%	-0.7%	0.0%	-11.1%	25.3%	1.2%	-3.6%	1.2%
[4] O=C(Nc1ccc2c(c1)OCO2)c1c(Cl)nc2sccn12
→ i	8.2%	-0.2%	-0.5%	2.4%	-0.3%	-1.0%	4.1%	-1.3%	-0.3%	-23.8%
[5] CCOC(=O)c1[nH]c2ccc(OCC)cc2c1NC(=O)CN1CCN(c2ccccc2)CC1
→ i	1.2%	-11.6%	22.9%	-3.2%	1.3%	-8.2%	-8.8%	-0.8%	0.8%	?
[6] COC(=O)c1cc(S(=O)(=O)N2CCOCC2)ccc1Sc1ccccc1N
→ i	-2.7%	-20.4%	13.1%	-3.1%	-0.9%	-14.9%	-6.7%	0.5%	0.0%	?
[7] COCCCn1c(-c2ccc(OC)cc2)nc2nc3ccccc3nc21
→ i	1.1%	-18.9%	1.6%	-15.7%	-1.8%	6.2%	-0.7%	-1.5%	-14.5%	30.8%[activator]
[8] O=C(CCCC(=O)N(CC(=O)NC1CCCCC1)Cc1ccc2c(c1)OCO2)Nc1ccccn1
→ i	-6.4%	-7.2%	11.4%	3.6%	-0.5%	-1.7%	?	-0.7%	1.2%	-1.2%
[9] CCCSc1nnc(-c2ccccc2NC(=O)CC)c(=O)[nH]1
→ i	0.8%	2.5%	-7.2%	-10.1%	0.1%	4.3%	4.0%	-2.6%	-1.0%	-0.8%
[10] CCCC(=O)Nc1ccc(Cl)c(NC(=O)c2ccco2)c1
→ i	-6.0%	-1.2%	2.5%	-2.1%	1.0%	-3.2%	-0.2%	-0.5%	-1.0%	4.0%
[11] CCOC(=O)c1cccc(NC(=O)CN(C)S(=O)(=O)c2cnc[nH]2)c1
→ i	0.8%	4.8%	-2.6%	1.5%	0.2%	0.8%	7.7%	-3.4%	-1.1%	6.6%
[12] COc1cccc2cc(C(=O)N3CCN(c4ccc(C)cc4C)CC3)c(=O)oc12
→ ·	-5.1%	-8.5%	·	-4.5%	-1.5%	9.4%	8.9%	-0.2%	-3.2%	10.0%
[13] Cc1ccccc1-c1nnc(SCC(=O)Nc2ccc(Cl)cc2)n1N
→ i	-1.4%	-16.3%	15.7%	-0.8%	-2.3%	-20.2%	-13.0%	-1.8%	-1.2%	7.9%
[14] O=C(O)CCC(=O)N(Cc1cccs1)Cc1cccs1
→ i	2.2%	-0.5%	17.6%	-2.3%	-2.6%	-9.5%	4.6%	1.6%	-2.8%	-16.2%
[15] Cc1ccccc1-n1c(SCC(=O)N2CCCC2)nnc1-c1ccccn1
→ i	-7.0%	3.9%	19.6%	0.0%	-2.8%	10.2%	6.5%	0.4%	0.8%	0.2%
[16] COc1cc2c(cc1C(F)(F)F)N(C(=O)Nc1cc(F)cc(-c3cccnc3)c1)CC2
→ i	-24.3%&-2.1%	108.7%&117.5%	-25.7%	-2.5%	-1.5%	?	-18.5%&-7.2%	-4.3%	2.9%	26.5%&14.1%
[17] Cc1cc(C)c(NC(=O)CS(=O)CC(=O)Nc2cccnc2)c(C)c1 (stereo not drawn)
→ i	-5.2%	7.9%	6.7%	-0.6%	-1.6%	3.6%	5.5%	-0.5%	1.6%	6.1%
[18] CCCCOc1ccc(NC(=O)CSCC(=O)OCC)cc1
→ i	?	-0.8%	4.7%	0.8%	1.6%	4.6%	-3.8%	-1.9%	-0.7%	2.0%
[19] CCN1C(C)=C(C(=O)OC)C(c2ccccc2)N2C(=O)[C@@]3(C(=O)OC)O[C@@]12C1C(=O)CCCC13 (stereo partly drawn)
→ ·	·	·	·	-0.1%[11.5 µM]	0.2%[15.4 µM]	-2.8%[11.4 µM]	-0.3%[11.4 µM]	-2.2%[15.4 µM]	-6.0%[11.5 µM]	4.5%[11.4 µM]
[20] C[C@@H]1CCC2[C@](C)(CO)C(O)CC[C@@]2(C)[C@@]12CC[C@](CO)(CCO)O2 (stereo partly drawn)
→ ·	·	·	1.4%	-2.4%	1.1%	2.9%	·	-1.5%	0.9%	·
[21] Cn1cc(CNC(=O)C2c3ccccc3Oc3ccccc32)cn1
→ i	-1.0%	-6.8%	7.6%	-0.7%	-0.8%	7.1%	3.6%	-1.4%	-1.6%	5.1%
[22] CN1CCN(S(=O)(=O)c2ccc(NC(=O)c3cccs3)cc2)CC1
→ i	-2.3%	-5.5%	3.5%	1.4%	-0.7%	4.2%	2.7%	0.4%	0.0%	-10.3%
[23] Cn1c(=O)c2c(nc(NCC3CCCO3)n2C)n(C)c1=O (stereo not drawn)
→ i	-0.9%	2.8%	-6.8%	0.0%	-0.9%	5.5%	0.8%	-1.5%	-2.7%	-1.2%
[24] c1ccc(Cn2nnnc2C(c2cccs2)N2CCOCC2)cc1 (stereo not drawn)
→ i	1.0%	-0.5%	-5.2%	-0.5%	-2.8%	2.0%	7.4%	0.3%	-0.3%	5.4%
[25] COc1ccc(-c2cc(C(=O)N3CCN(Cc4ccccc4)CC3)no2)cc1OC
→ i	1.1%	9.0%	25.1%	1.2%	-1.9%	-2.7%	0.4%	-0.5%	-3.6%	6.1%
[26] O=C(C(Cc1ccccc1)N1C(=O)C2C3C=CC(C3)C2C1=O)N1CCCCCC1 (stereo not drawn)
→ i	6.5%	-12.6%	6.1%	0.9%	-1.6%	-1.7%	·	0.0%	-3.7%	1.7%
[27] CC(=O)c1ccccn1
→ ·	-3.1%	12.4%	·	0.2%	0.6%	8.0%	1.1%	-2.2%	-0.4%	-6.3%
[28] CN(C)CCNc1ncnc2ccccc12
→ i	-0.1%	-0.8%	0.2%	-1.4%	0.5%	12.4%	2.8%	-0.4%	-0.8%	-13.2%
[29] CCN(CC)C(=O)CSc1nnc(-c2cccc(OC)c2)o1
→ i	-1.8%	3.6%	·	0.1%	-2.1%	11.9%	18.5%	-0.9%	1.7%	1.7%
[30] O=C(CN1C(=O)c2ccccc2S1(=O)=O)N1CCN(c2ccc(F)cc2)CC1
→ i	-4.2%	-3.1%	7.3%	0.0%	-0.1%	6.1%	-11.6%	-1.8%	1.2%	-1.5%
[31] CC1=C(C(N)=O)C(c2ccncc2)n2nc(-c3ccccc3Cl)nc2N1 (stereo not drawn)
→ ·	-7.4%	-8.2%	·	-0.4%	-1.9%	10.6%	-1.2%	1.8%	-3.7%	-3.0%
[32] Cc1nc2ccccc2c2oc(C(=O)NCCN3CCCCC3C)cc12 (stereo not drawn)
→ ·	-14.1%	31.5%	·	-0.5%	-5.4%	-20.1%	24.6%	12.8%	0.6%	9.6%
[33] O=C(Nc1ccc(Cl)c(C(F)(F)F)c1)C1CCCN(S(=O)(=O)c2cnc[nH]2)C1 (stereo not drawn)
→ i	0.4%	-1.4%	6.3%	-1.4%	-0.2%	-10.4%	-8.8%	0.0%	-1.1%	8.8%
[34] COc1cc(N)c(Cl)cc1C(=O)OCCCN1CCCCC1
→ ·	-3.1%	?	·	2.0%	-4.6%	-10.7%[25.6 µM]	8.1%	-1.8%	-1.4%	5.5%
[35] CCCOC(=O)c1ccc(Oc2c(-c3ccc(OC)cc3O)n[nH]c2C)cc1
→ i	-2.2%	6.0%	21.9%	3.4%	-1.0%	?	-5.4%	-1.0%	-4.5%	·
[36] Cc1nn2cc(-c3ccc(-c4ccccc4)cc3)nc2s1
→ i	2.3%	-1.1%	-5.1%	-0.8%	1.4%	3.2%	-6.8%	2.7%	-1.0%	-5.0%
[37] CC(CN1CCNCC1)(NS(=O)(=O)c1ccccc1)c1ccccc1 (stereo not drawn)
→ ·	-3.4%	-14.1%	12.0%	0.8%	0.8%	-4.1%	2.1%	-3.3%	0.3%	-1.4%
[38] Cc1ccc(C(c2sc3ncnn3c2O)N2CCCCC2)cc1 (stereo not drawn)
→ ·	0.4%	8.5%	·	-3.1%	-0.2%	0.1%	1.7%	-1.1%	2.4%	2.1%

# High-throughput results (PubChem)
